Screening data deposited in PubChem by several laboratories.
UBC9 SUMO inh: SUMOylation inhibition; HTRF SUMOylation assay, SAE1/SAE2 + UBC9, in vitro; inhibition, % at 35 µM; 290,000 tested, 0.36% active; AID 2006; in the data active = inhibition above about 50%, passing the limit was not always enough; also: strong numbers were not always called active
IDE act: activators of human insulin-degrading enzyme in cells | P14735 | HEK cells, FAbeta-B cleavage, fluorescence polarization; 0% vehicle, 100% cell-free pure enzyme wells | activation, % at 5.96 µM | 340,000 tested, 0.073% active;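 active = activation above the mean of all tested compounds plus 3 SD, set per screening campaign, cut at about 17% in these data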
VIM-2 inh: blocks Pseudomonas aeruginosa VIM-2 metallo-beta-lactamase; purified VIM-2, nitrocefin hydrolysis, epi-absorbance fluorescence; inhibition, % at 5.6 µM; 290,000 tested, 0.89% active; AID 1527;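 active = inhibition above the mean of all tested compounds plus 3 SD, cutoff set per screening run, cut at about 7.5% in these data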;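 also: red hydrolysis product quenches plate fluorescence so inhibitors raise well fluorescence; 0% = enzyme with DMSO and 100% = DMSO without enzyme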
NS3 helicase inh: HCV NS3 helicase inhibition | NS3 helicase DNA unwinding, Cy5 molecular beacon fluorescence | inhibition, % at 10.9 µM | 290,000 tested, 0.56% active;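 active = inhibition above the mean of all tested compounds plus 3 SD, set per campaign, cut at about 35% in these data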;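 also: 0% = DMSO wells and 100% = thioflavine S control wells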
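Control set: DMSO versus 110 µM thioflavine S; Material: NS3 helicase fragment of HCV; Measured by: Cy5 fluorescence at 0 and 60 min, beacon hairpin quenching; Read-out basis: percent inhibition from t60/t0 fluorescence ratio; Times: reaction time 60 min, 25 °C; Repeats: single replicate; Compound dosing: single dose, 10.9 µM nominal final, DMSO 0.8% final.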
IDE inh: cellular human IDE inhibition; P14735; HEK cells, FAbetaB cleavage, fluorescence polarization; inhibition, % at 5.59 µM; 320,000 tested, 0.41% active; AID 434962;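 active = percent inhibition above the average of all tested compounds plus 3 SD, set per screening campaign, cut at about 16% in these data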;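 also: IDE supplied by intact live HEK cells; FP after avidin binding of uncleaved biotin substrate so inhibition keeps polarization high; 0% = DMSO wells and 100% = 60 µM reference IDE inhibitor Ii1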
IMP-1 inhibitor: blocks Pseudomonas aeruginosa IMP-1 metallo-beta-lactamase; purified IMP-1, nitrocefin hydrolysis, epi-absorbance fluorescence; inhibition, % at 5.6 µM; 290,000 tested, 0.45% active; AID 1556;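 active = inhibition above the mean plus 3 SD of all compounds in the same screening run, cut at about 4.5% in these data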;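 also: 0% = IMP-1 with DMSO and 100% = DMSO wells lacking enzyme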
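Test system: recombinant IMP-1 enzyme, purified / Medium: HEPES buffer pH 7.1 with ZnSO4 and Brij 35 / Doses: single dose, 5.6 µM / Times: 25 °C, 15 min preincubation, 25 min reaction / Detection: Epi-absorbance via hydrolysed-nitrocefin quenching of white-plate fluorescence, 480/530 nm, EDTA stop / Evaluation: percent inhibition from optical density relative to buffer-blank wells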
M18AAP inhibitor: PfM18AAP enzyme inhibition; recombinant PfM18AAP, H-Glu-NHMec fluorogenic cleavage; inhibition, % at 7.35 µM; 290,000 tested, 1.2% active;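 active = inhibition above the campaign mean inhibition over all tested compounds plus 3 SD, cut at about 28% in these data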;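 also: 0% = plate median of test compound wells and 100% = 2 mM ZnCl2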
pCIP destab: p/CIP protein destabilization. Q05BA5. AID 1984. decrease of EGFP signal, % at 10 µM. 290,000 tested, 0.01% active. F442A p/CIP-EGFP cells, EGFP fluorescence, 16 h;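 active = EGFP signal decrease of at least 30% at 10 µM or well 3 SD below plate mean, unless failing retest; inactive = the rest, including hits failing retest or dose response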; also: some compounds called inactive have numbers as strong as hits; many of its hits are not listed in these tables
Target sequence (Q05BA5 1-1403): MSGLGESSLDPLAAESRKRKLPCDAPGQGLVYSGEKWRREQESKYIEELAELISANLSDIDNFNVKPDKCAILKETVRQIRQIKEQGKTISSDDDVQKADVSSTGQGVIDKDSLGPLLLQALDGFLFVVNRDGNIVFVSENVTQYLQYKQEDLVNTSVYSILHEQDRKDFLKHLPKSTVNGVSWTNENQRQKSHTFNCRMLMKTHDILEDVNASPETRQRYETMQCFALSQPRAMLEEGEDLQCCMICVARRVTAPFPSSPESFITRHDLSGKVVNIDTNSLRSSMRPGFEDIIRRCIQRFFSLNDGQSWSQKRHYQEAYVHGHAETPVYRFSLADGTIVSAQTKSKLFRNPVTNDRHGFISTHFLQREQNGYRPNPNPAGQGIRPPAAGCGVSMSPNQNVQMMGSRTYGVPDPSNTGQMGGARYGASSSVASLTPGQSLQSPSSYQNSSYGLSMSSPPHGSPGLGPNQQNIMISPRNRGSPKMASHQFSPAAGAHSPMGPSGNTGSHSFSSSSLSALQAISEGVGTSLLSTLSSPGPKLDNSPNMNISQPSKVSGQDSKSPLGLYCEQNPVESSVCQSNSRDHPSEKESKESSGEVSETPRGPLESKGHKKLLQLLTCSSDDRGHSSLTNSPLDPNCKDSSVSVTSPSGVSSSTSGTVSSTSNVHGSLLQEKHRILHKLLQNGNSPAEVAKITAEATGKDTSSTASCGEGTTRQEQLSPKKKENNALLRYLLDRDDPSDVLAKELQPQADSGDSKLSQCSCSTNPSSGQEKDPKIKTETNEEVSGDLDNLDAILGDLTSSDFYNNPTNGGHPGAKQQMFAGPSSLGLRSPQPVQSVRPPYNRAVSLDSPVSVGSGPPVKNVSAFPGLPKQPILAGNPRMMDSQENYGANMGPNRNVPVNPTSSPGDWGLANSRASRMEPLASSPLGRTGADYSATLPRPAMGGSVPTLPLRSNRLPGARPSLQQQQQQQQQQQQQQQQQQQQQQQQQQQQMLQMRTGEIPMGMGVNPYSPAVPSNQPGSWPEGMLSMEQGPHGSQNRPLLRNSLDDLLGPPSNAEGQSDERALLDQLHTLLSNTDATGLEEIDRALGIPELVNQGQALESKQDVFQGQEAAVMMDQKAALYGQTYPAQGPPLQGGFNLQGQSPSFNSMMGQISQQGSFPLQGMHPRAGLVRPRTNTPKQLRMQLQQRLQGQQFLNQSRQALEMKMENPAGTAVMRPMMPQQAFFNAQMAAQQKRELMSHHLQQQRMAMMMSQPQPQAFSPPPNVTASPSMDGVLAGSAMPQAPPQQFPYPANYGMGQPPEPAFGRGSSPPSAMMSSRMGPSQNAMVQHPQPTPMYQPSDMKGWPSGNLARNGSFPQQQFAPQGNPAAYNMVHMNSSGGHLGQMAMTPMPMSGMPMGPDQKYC
FID counter: counter-screen for HCV NS3 helicase inhibitors: DNA intercalator displacement; DNA fluorescent intercalator displacement, fluorescence; inhibition, % at 7.9 µM; 290,000 tested, 0.17% active; AID 1845; in the data active = inhibition above about 37%;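 also: 0% = vehicle and 100% = reference compound; higher means more ethidium bromide displaced from hairpin DNA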
Active calls of the source: *; x = no result given; & = joins results of further samples.

SMILES	UBC9 SUMO inh	IDE act	VIM-2 inh	NS3 helicase inh	IDE inh	IMP-1 inhibitor	M18AAP inhibitor	pCIP destab	FID counter
O=[N+]([O-])c1ccccc1Oc1ccc(C(F)(F)F)cn1	3.5	-0.1	-2.3	-1.7	0.1	-1.6	-15.6	-6.9	-1.7
CCOC(=O)c1ccc(NC(c2ccc(N(C)C)cc2)P(=O)(OC(C)C)OC(C)C)cc1 (stereo unspecified)	-5.5	2.4	-5.3	-18.0	3.8	-3.1	0.2	2.5	-47.0
Cc1ccc2nc(SCC(=O)Nc3nonc3N)[nH]c2c1	17.8	3.3	-1.5	6.0	2.1	-3.5	-0.1	17.0	-9.6
O=S(=O)(O)c1ccc(N=Nc2ccccc2)cc1	6.5	2.6	-1.6	0.8	0.1	-2.5	1.3	10.1	-3.8
COc1ccc(/C=C/C(=O)NC(=S)Nc2ccc(C(=O)O)cc2)cc1	-1.0	-8.1	-1.2	10.8	9.8	-2.0	3.5	3.0	-9.5
COc1cc(NS(=O)(=O)c2ccc(N/C=C(\C#N)c3nc4ccccc4o3)cc2)nc(OC)n1	-16.8	5.8	-0.2	9.0	9.2	-2.8	8.0	-5.8	-4.3
COc1ccc(/C=N/NC(=S)Nc2ccccc2[N+](=O)[O-])cc1O	9.0	2.6	-3.1	-0.3	4.6	-3.6	17.6	-17.5	4.5
C=CCC(NCc1ccccc1)c1ccc(OC)cc1 (stereo unspecified)	-0.4	4.1	0.8	5.9	x	0.5	-1.3	11.0	12.2
CN(C(=O)c1ccccc1)c1nc2ccccc2s1	-10.0	0.7	-2.0	2.5	1.7	-1.3	-7.3	-3.0	-5.4
CN1CCN(C(=O)/C=C/c2ccc(Cl)cc2)CC1	10.9	7.6	-3.5	1.3	0.2	-2.1	7.9	5.3	4.5
Oc1[nH]c2ccccc2c1N=Nc1nncc2ccccc12	11.3	2.1	2.8	-5.3	-0.6	-1.9	-2.8	0.6	2.6
Cc1cc(C(=O)CSc2nnnn2C)c(C)n1CCc1ccc(Cl)cc1	3.1	1.6	-1.6	0.7	0.0	-3.1	0.7	1.0	-1.2
Cc1cc(C(=O)NNC(=O)/C=C/c2ccc(F)cc2)c(C)o1	7.1	-3.5	-5.0	-2.7	-2.2	-1.9	1.2	-4.1	-4.3
Nc1nonc1-c1nc2ccccc2n1CC(=O)NC1CCCC1	18.3	2.5	-3.0	2.5	0.9	-4.3	-1.9	-2.8	2.7
CCOc1ccc(C(=O)Nc2ccc(NC(=S)NC(=O)CC)cc2)cc1Cl	10.8	-0.7	-1.9	-0.1	7.3	-3.2	-3.4	-7.7	-5.3
Cc1n[nH]c(C)c1S(=O)(=O)N1CCCC(C(=O)NCc2ccccc2Cl)C1 (stereo unspecified)	-8.1	0.7	-1.6	-5.2	0.3	0.0	-9.4	-27.9	-3.9
CCOC(=O)c1sc(NC(=S)NC(=O)c2ccccc2)c(C(=O)OCC)c1C	-5.6	-3.4	1.3	2.5	-5.7	0.2	-3.6	2.3	2.3
COc1ccc(NC2CCCN(C(=O)c3cc(C)nc4cc(F)ccc34)C2)cc1 (stereo unspecified)	-0.5	5.9	1.5	12.0	1.0	-1.0	0.9	-5.9	-30.1
COc1ccccc1NC(=O)CCn1c(=O)c2cccn2c2ccccc21	1.2	-0.3	-0.6	4.8	-3.1	-0.7	-0.9	-5.8	-29.7
CCN1CCN(c2ncnc3scc(-c4ccc(C)c(C)c4)c23)CC1	10.0	-2.7	-0.5	-8.7	4.0	-4.3	-2.4	-4.4	0.4
O=C(N/N=C/c1ccccc1C(=O)O)c1ccncc1	6.8	5.1	-1.3	-6.7	1.7	-3.4	-2.2	-2.8	-0.6
CCOC(=O)C1(Cc2ccccc2)CCN(Cc2cc(OC)c3c(c2)OCO3)CC1	5.1	7.9	-3.3	-21.4	-2.5	-3.8	4.7	-3.9	10.4
CCOc1ccc(S(=O)(=O)Nc2ccccc2C(=O)Nc2ccccc2N2CCOCC2)cc1	18.5	-3.5	1.3	10.1	3.0	-3.0	7.7	-11.0	-7.7
O=C(Nc1nccs1)c1cccc(S(=O)(=O)N2CCCCC2)c1	7.8	7.2	-0.8	-0.9	1.4	-2.0	-8.7	-9.2	-13.2
O=C(CSc1ccc2nnc(-c3ccccc3)n2n1)NCc1ccc2c(c1)OCO2	6.9	-1.2	-1.3	-5.4	-0.5	-4.3	3.6	12.3	1.1

2 records picked at random from those above, as already listed:
SMILES	UBC9 SUMO inh	IDE act	VIM-2 inh	NS3 helicase inh	IDE inh	IMP-1 inhibitor	M18AAP inhibitor	pCIP destab	FID counter
COc1ccccc1NC(=O)CCn1c(=O)c2cccn2c2ccccc21	1.2	-0.3	-0.6	4.8	-3.1	-0.7	-0.9	-5.8	-29.7
C=CCC(NCc1ccccc1)c1ccc(OC)cc1 (stereo unspecified)	-0.4	4.1	0.8	5.9	x	0.5	-1.3	11.0	12.2

Ordered by count of non-hydrogen atoms (ascending): part of the list above.
SMILES	UBC9 SUMO inh	IDE act	VIM-2 inh	NS3 helicase inh	IDE inh	IMP-1 inhibitor	M18AAP inhibitor	pCIP destab	FID counter
Cc1cc(C(=O)NNC(=O)/C=C/c2ccc(F)cc2)c(C)o1	7.1	-3.5	-5.0	-2.7	-2.2	-1.9	1.2	-4.1	-4.3
CCN1CCN(c2ncnc3scc(-c4ccc(C)c(C)c4)c23)CC1	10.0	-2.7	-0.5	-8.7	4.0	-4.3	-2.4	-4.4	0.4
CCOC(=O)c1sc(NC(=S)NC(=O)c2ccccc2)c(C(=O)OCC)c1C	-5.6	-3.4	1.3	2.5	-5.7	0.2	-3.6	2.3	2.3

Continuation.
SMILES	UBC9 SUMO inh	IDE act	VIM-2 inh	NS3 helicase inh	IDE inh	IMP-1 inhibitor	M18AAP inhibitor	pCIP destab	FID counter
COc1ccc(-n2ncc3c(NC(C)C)ncnc32)cc1	11.3	1.8	-1.6	-7.9	1.4	-1.9	10.2	-12.9	-5.8
CCCC[n+]1c2ccccc2cc2ccccc21	-19.6	-9.6	1.4	-9.6	16.1*	0.1	37.6*	-5.8	38.2*
CCSCCOC(=O)C1=C(C)N(C)C(=O)NC1c1cc(OC)ccc1OC (stereo unspecified)	5.2	7.1	2.0	-2.8	-5.4	1.4	15.8	0.9	-30.0
NC(=O)N1c2ccccc2C=Cc2ccccc21	11.0	6.7&2.5	-3.6	-8.3	-1.1&-2.1	-1.1	-1.7	-3.9	-2.8
Cc1cc(C(=O)OCC(=O)Nc2nccs2)c2ccccc2n1	-3.5	-1.6	-3.2	0.0	4.2	-4.4	8.1	0.7	-4.4
COc1ccc(OC)c(NC(=O)CCN2CC(C)CC(C)C2)c1 (stereo unspecified)	1.3	-5.8	0.7	0.8	1.7	0.2	-3.5	0.0	3.0
COc1ccc2c(c1)C(=O)N(CCc1ccc(S(=O)(=O)NC(=O)NC3CCCCC3)cc1)C(=O)C2(C)C	6.8	9.4	-1.2	0.9	-2.2	-2.8	-4.9	14.4	-68.0
Cc1csc(NC(=O)c2cc[n+]([O-])cc2)n1	17.8	-1.8	-5.2	7.5	5.0	-4.2	-0.2	-11.0	-3.2
COc1ccc(OC)c(/C=C/C(=O)N(C)CC(=O)Nc2ccc(C)cc2)c1	38.5	9.4	-2.0	-12.1	6.2	-1.3	-0.4	1.4	-23.6
COCc1c(C(=O)NC(C)c2ccc(S(N)(=O)=O)cc2)oc2ccccc12 (stereo unspecified)	1.9	1.9	-0.4	8.1	1.5	-1.1	-3.5	2.0	-15.5
CC/C(C)=N/N1C(=O)c2ccccc2NC1(C)CC (stereo unspecified)	16.9	-0.4	-0.3	3.4	3.2	-2.4	-2.9	-10.7	-1.8
COc1ccc(C(=O)Nc2ccc(Cc3ccncc3)cc2)cc1Br	15.8	-4.3	-1.0	-7.7	-0.9	-2.9	-2.7	-0.5	-5.5
COc1cc(C(=O)N/N=C/c2ccc(OC(=O)c3ccccc3)c(OC)c2)ccc1O	2.3	0.6	-0.1	-15.5	x	-1.2	-3.0	6.8	-50.6
CO/N=C/c1ccc(N2CCN(C(=O)c3cccc(C(F)(F)F)c3)CC2)c([N+](=O)[O-])c1	26.7	3.6	-2.0	-15.2	-1.2	-2.1	0.1	14.9	-23.5
Cn1c(N)c(Br)c(-c2ccc(F)cc2)c(C#N)c1=O	6.2	6.6	-2.6	-1.5	-2.3	-2.2	7.0	-4.4	-0.1
O=C(CCCCCCCCN1C(=O)c2ccccc2C1=O)N1CCOCC1	-1.7	x	0.0	-10.0	0.5	-1.8	0.8	-2.4	-27.4
CC1CCN(CC(O)COCCOc2ccc(Br)cc2)CC1 (stereo unspecified)	-5.1	1.2	-3.3	-7.2	-1.1	-2.6	-0.3	3.0	9.0
CN(c1nnc(N)s1)C1CCCCC1	-2.3	-1.8	-2.4	-9.6	1.6	-0.2	1.7	2.1	0.9
COc1ccc(C2=NN(C(=O)c3ccc(Cl)c([N+](=O)[O-])c3)C(c3ccccc3)C2)cc1 (stereo unspecified)	-2.9	6.0	-1.1	-1.2	-4.4	-3.2	-8.3	1.9	1.3
CN1CCN(c2ccc([N+](=O)[O-])cc2NC(=O)c2ccco2)CC1	2.8	5.8	-0.5	1.0	1.0	-0.2	4.5	-6.9	11.0
COCCN(C(=O)c1ccco1)c1nnc(-c2ccc(OC)cc2)s1	0.7	2.2	-0.7	-0.4	1.1	-1.7	0.7	2.9	-12.6
O=C(O)CCN1CC2([N+](=O)[O-])C=CC(=O)C([N+](=O)[O-])(C1)C2CC(=O)c1ccccc1 (stereo unspecified)	3.5	0.9	-2.1	27.0	-4.8	-1.4	-0.9	-1.6	-4.6
Cc1ccc(-c2cn3c(n2)CCCC3)cc1	0.9	2.3	-3.3	-8.1	5.3	-3.0	-4.4	-8.3	1.7
CN(C)N1C(N)=C(C#N)C(c2ccccc2)C2=C1CCCC2=O (stereo unspecified)	29.3	7.7	-2.5	-11.7	-1.7	-2.1	4.0	7.7	0.4
CCOP(=O)(c1ccccc1Cl)C1(O)CCCCC1 (stereo unspecified)	10.7	1.7	-1.3	2.1	-4.9	-3.9	0.9	-0.6	-3.9
O=C1c2ccccc2C(=O)N1c1nc2nccc(-c3ccccc3)n2n1	8.7	3.8	0.6	-0.8	4.1	1.1	16.3	3.4	-4.5
Cc1cccc(NC(=O)NCC(F)(F)F)n1	-1.6	3.1	-3.4	1.6	-2.7	-3.0	-5.9	1.4	1.1
CC(C)(C)c1ccc(-c2nc3n(c(=O)c2C#N)CCS3)cc1	13.5	2.4	3.8	-5.4	5.3	-0.3	0.8	3.6	-19.7
Brc1ccc2nc3c(n2c1)CCCC3	-8.5	-4.0	-1.0	4.4	0.6	-2.9	-9.8	6.5	-3.9
NC(=O)NCc1ccccc1	-6.5	7.7	-2.5	4.9	4.3	-3.0	1.8	-12.3	-4.2

Records listed above that bear a hit mark in M18AAP inhibitor.
SMILES	UBC9 SUMO inh	IDE act	VIM-2 inh	NS3 helicase inh	IDE inh	IMP-1 inhibitor	M18AAP inhibitor	pCIP destab
CCCC[n+]1c2ccccc2cc2ccccc21	-19.6	-9.6	1.4	-9.6	16.1*	0.1	37.6*	-5.8
